SW480 rerep – inducers of DNA re-replication in SW480 colon cancer cells; SW480 DNA re-replication, Hoechst DNA content imaging, 48 h; Potency, µM (titrated, usually from 46.1 µM), without a hit: top-dose re-replication activation, usual class: activators; 1.8% of 340,000 active; AID 624297; further: % of control where 0% means no effect; nearly all actives have a fitted effect of over 55% in size
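Treated cells incubate 48 hr (37 C, 5% CO2), are stained 40 min with Hoechst, and nuclear fluorescence is enumerated; a rise in nuclei with high DNA signal marks re-replication.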
MCF10A rerep – DNA re-replication induction in MCF 10a cells; MCF 10A DNA re-replication, Hoechst nuclear intensity, 48 h; Potency, µM (highest dose often 46.1 µM), without a hit: at the highest dose activity, positive = re-replication, hits mostly activators; 2.9% of 350,000 active; further: % of control where 0% means no effect; nearly all actives have a fitted effect of over 50% in size
* marks the source's active call; other numbers are inactive results; ? = inconclusive; [ ] = another dose, or the depositor's remark. The call rests on the fitted dose curve; in most records, active means well fitted activation curve with a large enough effect; inconclusive means small, poorly fitted or top-dose-only effect; inactive means no such curve, though single readings can be large or run the other way. Potency means the concentration at half of the fitted maximal effect. Not all compounds are listed; rates above refer to the full screens.

1) NCCCC(N)CC(=O)NCC1NC(=O)C(CO)NC(=O)C(N)CNC(=O)C(C2CCN=C(N)N2)NC(=O)/C(=C/NC(N)=O)NC1=O (configuration not stated)
2) COc1ccc2nc(N=Nc3c(O)ccc4ccccc34)sc2c1
3) O=C(O)CN(CCO)CCN(CC(=O)O)CC(=O)O
4) COC(=O)C/C=C/[C@@H](C)[C@@H](/C=N/OC[C@@H](C)[C@H](OCc1ccccc1)C(C)C)NS(=O)(=O)c1ccc(C)cc1
5) CC(=O)OC1CC2CCC1(C)C2(C)C (configuration not stated)
6) C#C[C@@]1(O)CC[C@@H]2[C@H]3CCC4=C/C(=N\O)CC[C@H]4[C@@H]3CC[C@]21CC
7) CN1C(=O)CCC1c1cccnc1 (configuration not stated)
8) CCOC(=O)CN1C(=O)N[C@@H](c2ccc(Br)cc2)C(C(C)=O)=C1C

Compound	1	2	3	4	5	6	7	8
SW480 rerep	1%	-5%	13%	19%	-8%	18%	-2%	15%
MCF10A rerep	7%	4%	6%	3%	-1%	?	1%	14%

9) C[C@]12CCC(=O)C=C1[C@@H]1C[C@H]1[C@H]1[C@@H]3[C@@H]4C[C@H]4[C@@]4(CCC(=O)O4)[C@@]3(C)CC[C@@H]12
10) CC1(C)SC2[C@@H](N=CN3CCCCCC3)C(=O)N2[C@H]1C(=O)O (some centres not stated)
11) O=C(CNc1ccc2c(c1)OCO2)N/N=C\c1cn(Cc2ccc(F)cc2)c2ccccc12
12) CCn1c(SCC(=O)Nc2ccc(-c3nc4ccc(C)cc4s3)cc2)nnc1-c1ccccc1
13) NC(=O)c1ccc[n+]([C@@H]2O[C@H](COP(=O)([O-])OP(=O)(O)OC[C@H]3O[C@@H](n4cnc5c(N)ncnc54)[C@@H](O)[C@@H]3O)[C@@H](O)[C@@H]2O)c1
14) Cc1c(N/C(=N/S(=O)(=O)c2ccc(Cl)cc2)c2ccccc2)c(=O)n(-c2ccccc2)n1C
15) COc1ccc2c(c1)O[C@@H](c1cccc(C(F)(F)F)c1)[C@H](OC(=O)N[C@H]1CCCc3ccccc31)C2=O
16) Nc1nc(Cl)nc2c1ncn2[C@@H]1O[C@H](CO)[C@H](O)C1F (some centres not stated)

Compound	9	10	11	12	13	14	15	16
SW480 rerep	-3%	-10%	-2%	18%	-3%[20.6 µM]	-4%	-2%	-3%
MCF10A rerep	-3%	0%	21µM*	2%	-1%[20.6 µM]	3%	15%	-1%

17) CCC(=O)OC1C(N(C)C)CC(C)O[C@H]1O[C@H]1[C@H](C)[C@@H](O[C@H]2CC(OC)[C@@H](O)C(C)O2)[C@H](C)C(=O)O[C@@H](CC)[C@](C)(O)[C@@H](O)[C@H](C)C(=O)[C@@H](C)C[C@]1(C)O (some centres not stated)
18) CCCCCCCCCCCC(=O)OCC(O)C1OCC(O)C1O (configuration not stated)
19) CC(C)C[C@@H](NC(=O)[C@H](Cc1ccccc1)NC(=O)c1cnccn1)B(O)O
20) CC(C)c1ccc(S(=O)(=O)c2cn(Cc3ccc(F)cc3)c3cc4c(cc3c2=O)OCO4)cc1
21) C=C(NCc1ccccc1)c1ccccc1O
22) CC1CCN(S(=O)(=O)c2ccc3c(c2)c(=O)c(C(=O)NCc2ccccc2Cl)cn3C)CC1
23) COC(=O)C/C=C/[C@@H](C)[C@@H](/C=N/OCC[C@@H]1C=C[C@H](OC(C)=O)[C@@H](COC(C)=O)O1)NS(=O)(=O)c1ccc(C)cc1
24) CC(C)C1CCC(C(=O)NC(Cc2ccccc2)C(=O)O)CC1 (configuration not stated)

Compound	17	18	19	20	21	22	23	24
SW480 rerep	11%	1%	0.003µM*	-2%	-3%	1%	-11%	-5%
MCF10A rerep	4%	4%	?	8%	-6%	-10%	5%	1%

25) COC(=O)N/N=C/C1=C[N+](=O)c2ccccc2[N+]1=O
26) CCOC(=O)C1CCCN(c2cc(NCCCO)c([N+](=O)[O-])c3nonc23)C1 (configuration not stated)
27) COc1ccc(O[C@H]2C=C[C@@H](c3ccccc3)O[C@@H]2COC(=O)CCC(C)=NO[C@@H]2O[C@H](COC(C)=O)[C@@H](OC(C)=O)[C@H](OC(C)=O)[C@H]2OC(C)=O)cc1
28) CCO[C@H]1O[C@@H]([C@H](COCc2ccccc2)OCc2ccccc2)[C@@H](OCc2ccccc2)[C@H]1O
29) CC[C@]1(C)CC(=O)NC1=O
30) O=C(O)C[CH2][Ge](=[O])[O][Ge](=[O])[CH2]CC(=O)O
31) CCCCCCCCCCCCCCCCCCOC[C@H](COP(=O)([O-])OCC[N+](C)(C)C)OC
32) CC(=O)c1cc2c(cc1NC(=O)c1ccc(C)cc1)OCO2

Compound	25	26	27	28	29	30	31	32
SW480 rerep	4%	-4%	26%	-2%[20.6 µM]	2%	5%	21µM*	1%
MCF10A rerep	1%	?	5%	3%[20.6 µM]	-5%	0%	?	0%

33) NC(C(=O)O)[C@@H]1CC(Cl)=NO1 (some centres not stated)
34) CC(C)CN(C[C@@H](OP(=O)(O)O)[C@H](Cc1ccccc1)NC(=O)O[C@@H]1CCOC1)S(=O)(=O)c1ccc(N)cc1
35) NCc1ccccc1CC(=O)N[C@@H]1C(=O)N2C(C(=O)O)=C(CSc3nnnn3CC(=O)O)CS[C@@H]12
36) CCC[C@H]1C[C@H](C(=O)N[C@@H]([C@H]2O[C@@H](SC)[C@@H](O)[C@@H](O)[C@@H]2O)[C@H](C)Cl)N(C)C1
37) Clc1ccc2c(c1)CCc1cccnc1C2=C1CCNCC1
38) C[C@@H]1C[C@H]2[C@@H]3C[C@H](F)C4=CC(=O)C=C[C@@]4(C)[C@]3(F)[C@H](O)C[C@]2(C)[C@@]1(O)C(=O)CO
39) CCC/C=C(\CCC)C(NS(=O)(=O)c1ccc(C(F)(F)F)cc1)c1ccccc1 (configuration not stated)
40) Cc1nn(-c2ccccc2)c(Cl)c1/C=N/NC(=O)C1COc2ccccc2O1 (configuration not stated)

Compound	33	34	35	36	37	38	39	40
SW480 rerep	-3%	11%	-6%[20.6 µM]	3%	24%	-3%[20.6 µM]	-4%	-3%
MCF10A rerep	10%	1%	10%[20.6 µM]	1%	-1%	-4%[20.6 µM]	?	18%

41) Cn1cc(C(=O)N2CCc3ccccc3C2)c(=O)c2cc(S(=O)(=O)N3CCCCC3)ccc21
42) CC(C)C[C@@H](NC(=O)[C@@H](Cc1ccccc1)NC(=O)c1cnccn1)B(O)O
43) COC(=O)C1=C(C)N(CCc2cc(OC)c(OC)c(OC)c2)C(=O)N[C@H]1c1cccs1
44) CCCNC(=O)OC[C@H]1O[C@H](CCO/N=C(\C)CCN2CCc3nc(-c4ccccc4)c(-c4ccccc4)cc3C2)C=C[C@@H]1Oc1ccc(OC)cc1
45) CCCCCCn1c(COc2ccccc2F)nnc1SCC(=O)c1c(N)n(C)c(=O)n(C)c1=O
46) COc1ccc(NC(=O)c2ccc(=O)[nH]c2)cc1S(=O)(=O)N1CCCCC1
47) COC(=O)[C@@H](NC(=O)O[C@@H]1C(=O)c2cc(Br)ccc2O[C@H]1c1cccc(OC)c1)C(C)C
48) C[C@]1(c2ccccc2)OC(C(=O)O)=CC1=O

Compound	41	42	43	44	45	46	47	48
SW480 rerep	?	0.0042µM*	?	?	-3%	-2%	-1%	-6%
MCF10A rerep	?	57%	7%	?	-2%	0%	?	1%

Full records as entered above:
C[C@]12CCC(=O)C=C1[C@@H]1C[C@H]1[C@H]1[C@@H]3[C@@H]4C[C@H]4[C@@]4(CCC(=O)O4)[C@@]3(C)CC[C@@H]12 reads SW480 rerep = -3%; MCF10A rerep = -3%
O=C(O)CN(CCO)CCN(CC(=O)O)CC(=O)O reads SW480 rerep = 13%; MCF10A rerep = 6%

Carrying on.
49) COc1cc(CCN2C(=O)N[C@@H](c3cccc(C(F)(F)F)c3)C(C(C)=O)=C2C)cc(OC)c1OC
50) CC(=O)O[C@@H](C)C[N+](C)(C)C
51) CCOC(=O)C1=C(C)NC(C)=C(C(=O)OCC)C1c1ccccc1C=CC(=O)OC(C)(C)C
52) O=c1c2ccccc2[nH]c(=S)n1CCN1CCC(=C(c2ccc(F)cc2)c2ccc(F)cc2)CC1
53) Cc1cc2nc3c(=O)[nH]c(=O)nc-3n(CC(O)C(O)C(O)CO)c2cc1C (configuration not stated)
54) CC(C)Cn1c(N)c(C(=O)COC(=O)c2cc(C(F)(F)F)nc3c(C(F)(F)F)cccc23)c(=O)n(C)c1=O
55) C#CCOCCOCCOCCNc1nc(N2CCN(C(=O)[C@H]([C@@H](C)CC)n3cc(CCCN=C(N)N)nn3)CC2)nc(N2CCN(C(=O)[C@H]([C@@H](C)CC)n3cc(CCCN=C(N)N)nn3)CC2)n1
56) Cc1cccc(/C=C/C(=O)c2ccc(N3CCOCC3)cc2)c1

Compound	49	50	51	52	53	54	55	56
SW480 rerep	0%	2%[20.6 µM]	30µM*	?	-12%[20.6 µM]	-8%	0%	-2%
MCF10A rerep	?	2%[20.6 µM]	?	18µM*	-7%[1.84 µM]	5%	0%	?

57) CC1CCC(NC(=O)c2ccc(NC(=O)c3ccc(=O)[nH]c3)cc2)CC1 (configuration not stated)
58) CC(=O)OC[C@H]1O[C@H](CCO/N=C(\C)CCN2CCCc3nc(C)c(C)cc32)C=C[C@@H]1OC(C)=O
59) COC(=O)[C@@H]1CC[C@H](C)[C@@H](c2ccc(C)cc2)N1C(=O)c1ccc(/C=N/O[C@@H](C)CN2CCCCc3nc(C)c(C)cc32)cc1
60) CNC[C@H](O)c1ccc(OC(=O)C(C)(C)C)c(OC(=O)C(C)(C)C)c1
61) CC(C)(C)NC[C@H](O)COc1cccc2c1CCC(=O)N2
62) CO/N=C(/C(=O)N[C@@H]1C(=O)N2C(C(=O)O)=C(CSc3nnnn3C)CS[C@H]12)c1csc(N)n1
63) C/C(CCC(=O)OC[C@H]1O[C@H](C#Cc2ccccc2)C=C[C@@H]1Oc1ccc(C)cc1)=N\O[C@@H](C)CN1CCCCc2nc(C)c(C)cc21
64) O=C(Nc1ccc(Cl)cc1C(=O)N1CCOCC1)c1cccc([N+](=O)[O-])c1

Compound	57	58	59	60	61	62	63	64
SW480 rerep	3%	-14%	25%	-2%[20.6 µM]	-9%[20.6 µM]	7%	3%	-4%
MCF10A rerep	0%	2%	?	2%[20.6 µM]	-5%[20.6 µM]	2%	?	-1%

Some values from the results shown.
Reading of COC(=O)[C@@H]1CC[C@H](C)[C@@H](c2ccc(C)cc2)N1C(=O)c1ccc(/C=N/O[C@@H](C)CN2CCCCc3nc(C)c(C)cc32)cc1 under SW480 rerep: 25%
Reading of CO/N=C(/C(=O)N[C@@H]1C(=O)N2C(C(=O)O)=C(CSc3nnnn3C)CS[C@H]12)c1csc(N)n1 under SW480 rerep: 7%

The results go on.
65) C=C1NC(=O)c2cc(CN(C)c3ccc(C(=O)N[C@@H](CCC(=O)O)C(=O)O)s3)ccc2N1
66) COc1cc2c(cc1O)[C@H](Cc1ccc(Oc3cc(C[C@@H]4NCCc5cc(OC)c(O)cc54)ccc3O)cc1)NCC2
67) C#CCOCCOCCOCCNc1nc(N2CCN(C(=O)Cn3cc(CCCN=C(N)N)nn3)CC2)nc(N2CCN(C(=O)[C@H]([C@@H](C)CC)n3cc(CCCN=C(N)N)nn3)CC2)n1
68) COC(=O)[C@@H]1CC[C@H](C)[C@@H](c2ccc(C)cc2)N1C(=O)c1ccc(/C=N/O[C@H](C)c2cn([C@@H]3COC[C@H]3O)nn2)cc1
69) CC(C)=CCC[C@](C)(O)C1CC=C(C)CC1 (some centres not stated)
70) C[C@@H]1CC2C3CCC4=CC(=O)C=C[C@]4(C)[C@@]3(F)[C@@H](O)C[C@]2(C)[C@@]1(O)C(=O)COC(=O)c1cccc(S(=O)(=O)O)c1 (some centres not stated)
71) CCn1cc(C(=O)N2CCc3ccccc3C2)c(=O)c2cc(S(=O)(=O)N3CCCCC3)ccc21
72) CC(C)(C)[Si](OCC[C@@H]1C[C@@]1(C)[C@@H](NP(=O)(c1ccccc1)c1ccccc1)c1ccccc1)(c1ccccc1)c1ccccc1

Compound	65	66	67	68	69	70	71	72
SW480 rerep	2%	25%	-8%	0%	0%	-5%	-325%	-1%
MCF10A rerep	19%	11%	0%	14%	7%	4%	?	3%

73) CCc1cc2c(nc1CC)CCN(CC/C(C)=N/O[C@@H](C)c1cc(-c3c(C)cc(C)cc3C)no1)C2
74) COc1ccc(C(=O)/C(Br)=C/C(=O)O)cc1
75) CCC(C(=O)C(C)C(O)C(C)CCc1ccc(C)c(O)c1C(=O)O)C1OC(CC)(C2CC[C@@](O)(CC)C(C)O2)CC1C (some centres not stated)
76) O=C(O)[C@@H](S)[C@H](S)C(=O)O
77) C[C@@H]1NC(=O)[C@H](CCCN=C(N)N)NC(=O)c2cc([N+](=O)[O-])cc(I)c2OCC[C@@H](C(=O)NC(CC(=O)O)C(N)=O)NC1=O (some centres not stated)
78) O=C(Nc1nnc(-c2ccccc2Cl)o1)c1cc2cc([N+](=O)[O-])ccc2s1

Compound	73	74	75	76	77	78
SW480 rerep	30%	?	?	6%	-4%	1%
MCF10A rerep	?	21µM*	?	7%	5%	11%

Screening data from PubChem.
